GAA inhib: alpha-glucosidase (human) inhibition. P10253. purified human GAA, 4-MU-alpha-glucoside fluorescence. Potency, µM (series often up to 76.9 µM), for the others: top-dose activity change, negative = inhibition, most hits filed as inhibitors. 200,000 tested, 0.005% active;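 further: plate controls were uninhibited enzyme wells for no effect and no-enzyme background for full effect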
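Activity normalized between no-enzyme (basal) and enzyme-only wells. Conditions: 4 nM human enzyme, 400 uM fluorogenic substrate, citrate/phosphate pH 5.0 with Tween-20, 20 min room temperature, compounds up to 77 uM.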
IMPase Li inh: IMPase inhibition in cells with lithium potentiation. CHO-M1 cells, IP1 TR-FRET (IP-One), carbachol + lithium. Potency, µM (series often up to 59.4 µM), for inactives: at the highest dose activity, negative = IMPase inhibition, usual class: inhibitors. 210,000 tested, 0.35% active. AID 1457;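 further: IP1 builds up when IMPase is blocked and the TR-FRET signal falls; plate controls were basal vehicle for no effect and high inhibitor control for full effect; nearly all actives have a fitted effect of over 50% in size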
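Lithium-sensitised IP1 accumulation assay; M1-expressing CHO cells treated 30 min at 37C with compound. Competitive antibody detection by time-resolved FRET followed a 10 min room-temperature lysis step.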
HTT cytoprotect: protects HTT-Q103 PC12 cells, measured by ATP | PC12 HTT-Q103 induced, cytoprotection, ATP luminescence, 40 h | Potency, µM (highest dose often 56.4 µM), for the others: cytoprotection (ATP increase), most hits filed as activators | 230,000 tested, 0.14% active | AID 1471;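 further: % of control where 0% means no effect; nearly all actives have a fitted effect of over 45% in size; toxic huntingtin expression switched on by the ecdysone agonist tebufenozide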
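Quantitative HTS on tebufenozide-induced (100 nM) PC12 cells expressing HTTQ103 exon 1–GFP; compounds tested as a concentration series; survival measured via cellular ATP.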
GAA spleen mod: inhibitors or activators of human alpha-glucosidase in spleen homogenate. P10253. human spleen homogenate, 4-MU-alpha-glucoside fluorescence. Potency, µM (titrated, usually from 79.9 µM), for the others: at the highest dose activity change, negative = inhibition, hits mostly inhibitors. 240,000 tested, 0.006% active;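 further: 0% = enzyme with vehicle and -100% = no enzyme basal signal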
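Enzyme source: human spleen homogenate, 1 ug/well. Buffer 50 mM citric acid/K phosphate pH 5.0, 0.01% Tween-20. 4-MU-alpha-glucoside 1 mM; 37 C x 40 min; NaOH/glycine stop; fluorescence.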
GAA glycogen mod: GAA glycogen-cleavage inhibition or activation; AID 2100; P10253; 300,000 tested, 0.38% active; Potency, µM (titrated, usually from 76.4 µM), for inactives: top-dose activity change, negative = inhibition, actives largely listed as inhibitors; recombinant GAA, glycogen substrate, Amplex Red glucose oxidase fluorescence;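 further: 0% = full enzyme reaction and -100% = no-enzyme basal signal; the screen sought inhibitors and activators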
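qHTS, 1536-well; enzyme 4 nM final; cpd up to 77 uM; substrate bovine liver glycogen 30 ug; 50 mM citrate/phosphate pH 5.0, 0.01% Tween-20; 37 C, 40 min; Amplex Red detection 45 min RT; Hill fit → AC50.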
HttQ103 aggreg: inhibitors of mutant huntingtin aggregate formation in PC12 cells; PC12 HttQ103-GFP aggregates, Acumen cytometry, 40 h; Potency, µM (doses to about 46.1 µM), for the others: at the top dose activity change, negative = inhibition, usual class: inhibitors; 220,000 tested, 1.1% active; AID 1688; further: on the % scale 0 is the no-effect control and ±100 the full control effect; nearly all actives have a fitted effect of over 60% in size
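Compounds (qHTS titration) were added to PC12 cells expressing an ecdysone-driven HTT exon 1 Q103–GFP fusion after induction with 100 nM tebufenozide. Aggregate formation was measured as GFP objects in cell lysates.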
GoLoco inh red: blocks human Gai1 binding to RGS12 GoLoco peptide, red readout. AID 880. 230,000 tested, 0.44% active. Potency, µM (doses to about 61.6 µM), without a hit: top-dose activity, negative = inhibition, usual class: inhibitors. P63096. Gai1:RGS12 GoLoco peptide FP, rhodamine, 10 min; active means well fitted inhibition curve with a large enough effect, not every such curve was filed as active; inactive means no such curve, though single readings can be large or run the other way; further: on the % scale 0 is the no-effect control and ±100 the full control effect; nearly all actives have a fitted effect of over 30% in size; many of its hits are not listed in these tables
Target sequence (P63096 whole entry, looked up): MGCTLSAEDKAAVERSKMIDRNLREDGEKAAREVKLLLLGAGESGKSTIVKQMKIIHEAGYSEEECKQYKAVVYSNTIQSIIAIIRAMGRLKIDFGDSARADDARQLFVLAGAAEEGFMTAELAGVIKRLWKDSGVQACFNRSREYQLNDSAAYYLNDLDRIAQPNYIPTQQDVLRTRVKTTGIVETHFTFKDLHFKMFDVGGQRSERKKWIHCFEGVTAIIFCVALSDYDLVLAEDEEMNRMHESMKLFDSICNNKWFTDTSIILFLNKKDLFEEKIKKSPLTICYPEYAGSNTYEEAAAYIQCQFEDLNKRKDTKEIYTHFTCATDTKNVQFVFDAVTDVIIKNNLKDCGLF
Starred values were filed as active, the others as inactive; ? = inconclusive; / = not tested or not shown; & = joins results of further samples; [ ] = another dose, or the depositor's remark. Unless noted, the call rests on the fitted dose curve; in most records, active means well fitted curve in the direction sought with a large enough effect; inconclusive means small, poorly fitted or top-dose-only effect, or another doubt; inactive means no such curve, though single readings can be large; an effect the other way counts as inactive or inconclusive. Potency means the concentration at half of the fitted maximal effect. This is a subset, so the mix of outcomes need not match the whole.

| compound | GAA inhib | IMPase Li inh | HTT cytoprotect | GAA spleen mod | GAA glycogen mod | HttQ103 aggreg | GoLoco inh red |
| --- | --- | --- | --- | --- | --- | --- | --- |
| O=C(Nn1c(-c2ccncc2)nc2ccccc2c1=O)c1ccccc1Br | -3% | 2% | -56%[inhibitor] | -1% | -16% | 26% | 2% |
| Cc1ccc(C)c(NC(=O)CCN2CCc3ccccc3C2)c1 | 11% | 3% | -23% | -2% | ? | 3% | 6% |
| CN(CC(=O)N1CCN(c2ccccc2F)CC1)S(=O)(=O)c1cnc[nH]1 | 6% | 23%[38.3 µM] | -5% | -2% | 6% | -1% | -10% |
| Cc1cc([N+](=O)[O-])nn1CC(=O)NCCCn1ccnc1 | 12% | 4% | / | -1% | 15% | / | 12% |
| CCc1ccc(NC(=O)CSc2ccc(-c3ccco3)nn2)cc1 | -5% | -3% | 0% | -1% | 2% | -13% | 1% |
| O=C(Cn1c(-c2ccccc2)c[n+]2ccsc12)c1ccccc1 | -13% | 13% | -14% | -4% | -7% | ? | 5% |
| Cn1nnnc1SCC(=O)N1c2ccccc2CCc2ccccc21 | -1% | 32%[38.3 µM] | 13%[0.074 µM] | 1% | 3% | 13% | 6% |
| COC(=O)C1(C(=O)OC)CC2=C[C@H](CC2=O)Cc2ccccc2[C@@H]1C[N+](=O)[O-] | / | 11%&10% | -40%&-20%[inhibitor] | -3%&-2% | / | / | 2%&-1% |
| Cc1nnc(NC(=O)C2CCCN(c3ncccn3)C2)s1 (centres undefined) | -2% | 2%[38.3 µM] | 3%[10 µM] | 1% | -5% | 8% | -10% |
| N/C(CS(=O)(=O)c1ccccn1)=N\OC(=O)c1ccc(Cl)cc1 | / | / | 7%[10 µM] | 1% | 0% | -12%[9.22 µM] | 2% |

Next part; the last two above are carried over.
| compound | GAA inhib | IMPase Li inh | HTT cytoprotect | GAA spleen mod | GAA glycogen mod | HttQ103 aggreg | GoLoco inh red |
| --- | --- | --- | --- | --- | --- | --- | --- |
| Cc1nnc(NC(=O)C2CCCN(c3ncccn3)C2)s1 (centres undefined) | -2% | 2%[38.3 µM] | 3%[10 µM] | 1% | -5% | 8% | -10% |
| N/C(CS(=O)(=O)c1ccccn1)=N\OC(=O)c1ccc(Cl)cc1 | / | / | 7%[10 µM] | 1% | 0% | -12%[9.22 µM] | 2% |
| COc1ccccc1N1CCN(C(=O)c2cc(-c3ccc4c(c3)OCO4)on2)CC1 | -3% | ? | 4% | -6% | 5% | -7% | 48%[activator] |
| CCCn1nc(C(=O)NCC(C)(C)N2CCOCC2)c2ccccc2c1=O | 0% | -3%[38.3 µM] | 4% | -7% | 2% | -14% | 9% |
| COc1ccc(N2C3=C(CC4=C2CCCC4=O)C(=O)CCC3)cc1 | 7% | 8% | -9%[10 µM] | 0% | ? | 5% | -8% |
| CCOC(=O)CSc1nc(C)cc(C)n1 | -4% | -2%[38.3 µM] | 1%[10 µM] | 3% | 0% | 7% | 8% |
| Cc1cc(C)c(S(=O)(=O)N2CCOC2CNC(=O)C(=O)NCCc2c[nH]c3ccccc23)c(C)c1 (centres undefined) | -3% | 14% | / | 2% | -11% | -9% | 0% |
| O=C(COc1ccccc1Cl)Nc1cc(Cl)ccc1O | 0% | 7% | / | 5% | -10% | / | 27% |
| Cc1ccc(S(=O)(=O)N(C)CC(=O)OCC(=O)NC(=O)Nc2ccc3c(c2)OCCO3)cc1 | ? | 20% | -8%[0.074 µM] | 4% | -4% | 29% | -2% |
| CC(=O)N1CCc2cc(S(=O)(=O)CCC(=O)NCc3cccs3)ccc21 | 3% | -4%[38.3 µM] | -8% | 5% | -30% | 6% | 9% |
| CCOC(=O)CNC(=O)CSc1nnnn1-c1ccc(C)c(C)c1 | 0% | 4%[38.3 µM] | -9% | 3% | -7% | 7% | -1% |
| NC1=NC[C@H](Cc2ccc(O)cc2)N1CC1CCCCC1 | / | / | 13%[10 µM] | -8% | -1% | -6%[9.22 µM] | 3% |
| CCOC(=O)C(=Cc1c[nH]c2ccc(S(=O)(=O)N(C)C)cc12)C(=O)OCC | / | / | -12%[10 µM] | 2% | -20% | 4%[9.22 µM] | 6% |
| Cc1[nH]n(C)c(=O)c1N=Nc1ccc(S(C)(=O)=O)cc1 | -12% | / | 12%[10 µM] | 1% | 1% | 10%[9.22 µM] | 4% |
| CCCc1ccc(OC(=O)c2ccc(O)cc2Cl)cc1 | -9% | -3% | -16% | 8% | -2% | -10% | 6% |
| O=C(NCCCN1CCOCC1)C(=O)NCc1ccccc1 | 7% | 1% | -1%[10 µM] | 6% | 13% | -7%[9.22 µM] | 4% |
| Cc1cc(NC(=O)COC(=O)c2cccc(S(=O)(=O)N(C)C3CCCCC3)c2)no1 | / | / | 6%[10 µM] | -1% | -9% | 20%[9.22 µM] | 4% |
| CCN(CC)c1ccc2oc(=O)c(C)nc2c1 | -1% | 52%[activator][38.3 µM] | 2%[0.074 µM] | -8% | -23% | ? | 131%[activator] |
| CC(=O)Nc1ccc2nc(C)n(Cc3ccc(Cl)cc3)c(=O)c2c1 | -1% | 3% | 8%[10 µM] | 2% | 5% | 10% | 14% |
| NC(=O)c1ccc(N=Cc2ccc([N+](=O)[O-])s2)cc1 | -3% | 10% | / | 2% | -2% | / | 6% |
| Cc1ccc(-n2nnc3c(=O)n(Cc4cc(C)ccc4C)cnc32)cc1 | -2% | 6% | 18%[10 µM] | 1% | 2% | -4% | 2% |
| CC(C)C(=O)NC(=S)Nc1ccc(S(=O)(=O)N(C)C)cc1 | -1% | 3% | 1%[0.074 µM] | -9% | 3% | 3% | -11% |

Some of the entries above in another layout:
Cc1ccc(C)c(NC(=O)CCN2CCc3ccccc3C2)c1
  GAA inhib: 11%
  IMPase Li inh: 3%
  HTT cytoprotect: -23%
  GAA spleen mod: -2%
  GAA glycogen mod: ?
  HttQ103 aggreg: 3%
  GoLoco inh red: 6%

CN(CC(=O)N1CCN(c2ccccc2F)CC1)S(=O)(=O)c1cnc[nH]1
  GAA inhib: 6%
  IMPase Li inh: 23%[38.3 µM]
  HTT cytoprotect: -5%
  GAA spleen mod: -2%
  GAA glycogen mod: 6%
  HttQ103 aggreg: -1%
  GoLoco inh red: -10%

Cc1cc([N+](=O)[O-])nn1CC(=O)NCCCn1ccnc1
  GAA inhib: 12%
  IMPase Li inh: 4%
  HTT cytoprotect: /
  GAA spleen mod: -1%
  GAA glycogen mod: 15%
  HttQ103 aggreg: /
  GoLoco inh red: 12%

CCc1ccc(NC(=O)CSc2ccc(-c3ccco3)nn2)cc1
  GAA inhib: -5%
  IMPase Li inh: -3%
  HTT cytoprotect: 0%
  GAA spleen mod: -1%
  GAA glycogen mod: 2%
  HttQ103 aggreg: -13%
  GoLoco inh red: 1%

(cont.)
| compound | GAA inhib | IMPase Li inh | HTT cytoprotect | GAA spleen mod | GAA glycogen mod | HttQ103 aggreg | GoLoco inh red |
| --- | --- | --- | --- | --- | --- | --- | --- |
| N#CCN1CCC2(O)CCCCC2C1c1ccc2c(c1)OCO2 (centres undefined) | / | / | 23%[10 µM] | 0% | 8% | 13%[9.22 µM] | 3% |
| CC(Oc1cccc(F)c1)c1ccnc2nc(/N=C/N(C)C)nn12 (centres undefined) | -4% | -4% | -32% | -2% | 3% | -14% | -13% |
| CN1/C(=C\C(=O)Nc2cccnc2)c2ccccc2CC1(C)C | -5% | 19% | 27%[10 µM] | 2% | 3% | ? | -6% |
| CCC(C)NC(=O)C1CCN(S(=O)(=O)N2CCC3(CC2)OCCO3)CC1 (centres undefined) | 2% | -13% | -41%[inhibitor] | 3% | -1% | -16% | 2% |
| O=C(Nc1cccc(N2C(=O)C3C4C=CC(C4)C3C2=O)c1)c1cccs1 (centres undefined) | 11% | -4% | -4%[10 µM] | 5% | 8% | -5%[9.22 µM] | 9% |
| COc1ccccc1C/C(N)=N/OC(=O)COc1ccc2ccccc2c1 | 0% | / | -15% | -7% | -4% | 4% | / |
| O=C(Nc1cccc2c1CCCC2)c1cc([N+](=O)[O-])ccc1Cl | -6% | -7%[38.3 µM] | -49%[inhibitor] | -12% | 2% | 0% | 6% |
| Cc1cccc(Cn2c(N(C)Cc3ccccc3)nc3c2c(=O)[nH]c(=O)n3C)c1 | 1% | 27%[38.3 µM] | 0%[10 µM] | -9% | 7% | ? | -3% |
| O=C(COc1ccc(Cl)cc1)N1CCCCC1 | -24% | 25%[38.3 µM] | 5% | -3% | 4% | 12% | -3% |
| COc1ccc(Br)c(C(=O)N2CCN(S(=O)(=O)c3cccs3)CC2)c1 | / | / | -7%[10 µM] | 1% | -13% | -5%[9.22 µM] | -5% |
| Cc1ccccc1S(=O)c1ccccc1C(=O)O (centres undefined) | / | / | 13%[10 µM] | -2% | -2% | 16%[9.22 µM] | -1% |
| CCCCNC(=O)N(c1c(N)n(Cc2ccccc2)c(=O)[nH]c1=O)C1CCCC1 | -2% | 1% | -30% | 1% | 2% | -12% | 2% |
| CCOC(=O)c1ccc(N2Cc3ccccc3C2=N)cc1 | -7% | 50%[activator][38.3 µM] | -6% | -4% | 10% | 18%[9.22 µM] | 13% |
| COc1ccc(S(=O)(=O)N(CC(=O)N2CCN(c3ccccc3)CC2)c2ccccc2)cc1 | -4% | 24%[38.3 µM] | 8% | 1% | -5% | 17% | 5% |
| CC(=O)Nc1ccc(/C(C)=N/NC(=O)c2ccccc2Cl)cc1 | 0% | 0% | 21%[0.074 µM] | -2% | -3% | 8% | 9% |
| COc1ccc(Cn2nnnc2C(c2ccccc2)N2CCN(C3CCCC3)CC2)cc1 (centres undefined) | -10% | 11%[38.3 µM] | 12%[10 µM] | 3% | 1% | ? | 8% |

Bioassay records as filed in PubChem BioAssay.
